# Menin MLL FP TR = menin-MLL binding inhibition, Texas Red mutant peptide; O00255; Menin + Texas Red MLL mutant peptide, fluorescence polarization; Potency, µM (series often up to 61.6 µM), inactives show at the highest dose FP activity change, negative = inhibition, actives largely listed as inhibitors; 270,000 tested, 0.23% active; AID 1768; active means well fitted inhibition curve with a large enough effect in the polarisation, with a control signal flat, not every such curve was filed as active; inconclusive means small, poorly fitted or top-dose-only effect, or effect the other way, or a change in a side signal; inactive means no such curve, though single readings can be large or run the other way; the % refers to the polarisation; further: % of control where 0% means no effect; many of its hits are not listed in these tables
# Target sequence (O00255 whole entry, looked up): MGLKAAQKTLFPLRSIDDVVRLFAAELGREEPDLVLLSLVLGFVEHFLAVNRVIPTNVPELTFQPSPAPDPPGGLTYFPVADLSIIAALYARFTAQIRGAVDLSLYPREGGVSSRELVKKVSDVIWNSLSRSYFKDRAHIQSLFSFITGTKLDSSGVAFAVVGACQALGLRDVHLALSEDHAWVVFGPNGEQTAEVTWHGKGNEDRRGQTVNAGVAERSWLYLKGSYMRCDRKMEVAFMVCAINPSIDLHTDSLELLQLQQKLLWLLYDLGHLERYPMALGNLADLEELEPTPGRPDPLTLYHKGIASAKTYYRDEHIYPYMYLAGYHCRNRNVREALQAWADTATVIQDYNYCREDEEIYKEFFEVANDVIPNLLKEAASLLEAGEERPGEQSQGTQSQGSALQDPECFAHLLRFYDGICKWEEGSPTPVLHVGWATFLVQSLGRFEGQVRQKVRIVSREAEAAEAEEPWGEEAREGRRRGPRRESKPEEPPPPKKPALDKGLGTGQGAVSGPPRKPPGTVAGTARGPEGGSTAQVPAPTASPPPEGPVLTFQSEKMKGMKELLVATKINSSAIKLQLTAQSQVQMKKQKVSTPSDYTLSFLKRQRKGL
# An asterisk follows results filed as active; u = inconclusive; & = joins results of further samples; [ ] = dose if it differs, or a comment. Potency means the concentration at half of the fitted maximal effect. Not all compounds are listed. The share of hits here may be higher or lower than overall.
SMILES,Menin MLL FP TR
Fc1ccc(-c2nc3n(c2-c2ccncc2)CCS3)cc1,-8%
CCCCC/C=C\C[C@H](O)/C=C/C=C/C=C/[C@@H](O)CCCC(=O)O,0%
COC(=O)NC/C=C\c1nc(CCCO)co1,-10%[11.7 µM]
CCCNC(=O)OC[C@H]1O[C@@H](CCO/N=C2/[C@H]3O[C@@H]3[C@@H](O)[C@H]3[C@H]2CCn2c(=O)n(-c4ccccc4)c(=O)n23)C=C[C@@H]1Oc1ccc(OC)cc1,8%[11.7 µM]
O=C1C2=CC[C@H]3C(=O)N(C4CCCCC4)C(=O)[C@@H]3[C@@H]2[C@H](O)[C@@H]2O[C@H]12,12%[11.7 µM]
COc1ccc(C(=O)N2CCC3(CCN(Cc4ccncc4)CC3)CC2)cc1,-1%
COc1ccc(NC(=O)N2CCC3(CC2)CCN(S(=O)(=O)c2ccccc2)CC3)cc1,-2%
CCCCCCC#CC1C=CC(OC(C)=O)C(COC(C)=O)O1 (stereo not drawn),-12%[11.7 µM]
COC(=O)C1=C(C(=O)OC)[C@@H]2N(C)c3ccccc3[C@@]23C[C@@H](C(=O)OC)N(S(=O)(=O)c2cccs2)C3=N1,2%[11.7 µM]
O=c1cnc2cnc(Oc3cccc(Cl)c3)nc2n1C[C@H]1CCCO1,-1%
N#Cc1cccc(NC(=O)N2CCC3(CC2)CCN(C(=O)c2cccc(F)c2)CC3)c1,3%
CC[Si](CC)(CC)O[C@H]([C@@H](C)COCOC)[C@@H](C)COCc1ccc(OC)cc1,6%
CCN(CC)CCCCn1c(-c2ccccc2)nc2c(N3CCOCC3)nc(C)nc21,-9%
CC(=O)OCON[N+]([O-])=NC(C)C,u
COc1ccc(C2/C=C\CN(S(=O)(=O)CC34CCC(CC3=O)C4(C)C)CC(=O)N2Cc2ccc(F)cc2)cc1 (stereo not drawn),18%
Clc1cnccn1,-9%[24.8 µM]
CSc1ncnc2c1ncn2C1OC(CO)C(O)C1O (stereo not drawn),-8%
C=CCN1c2ccccc2[C@]23C[C@@H](C(=O)OC)N(S(=O)(=O)c4ccc([N+](=O)[O-])cc4)C2=NC(C(=O)OC)=C(C(=O)OC)[C@H]13,u
COC(=O)C/C=C/[C@@H](C)[C@H](NC(=O)OCC(Cl)(Cl)Cl)c1ccccc1,9%
O=C(c1cnccn1)N1CCC2(CC1)CN(c1ccccn1)C2,-8%
CC(C)(C)c1cc(C(=O)/C=C/c2ccc(C(=O)O)cc2)cc(C(C)(C)C)c1,25%
COC(=O)[C@@H]1O[C@@H](c2c(OC)c(OC)c(C)c(OC)c2OC)[C@H](C)[C@@H](O)[C@@H]1C,-13%[11.7 µM]
CCCCC[C@H](O)/C=C/[C@H]1C=CC(=O)[C@@H]1CCCCCCC(=O)O,10%
COc1ccc(CNc2cc(-c3ccccc3C)ncn2)c(OC)c1,-3%
O=C1C2=CC[C@@H]3C(=O)N(c4ccc(F)cc4F)C(=O)[C@H]3[C@H]2[C@H](O)[C@H]2O[C@H]12,11%[11.7 µM]
CC(=O)Nc1ccc(SCC(Cc2ccccc2)N2CCN(CC(C)C)CCC2=O)cc1 (stereo not drawn),26%
CC(C)=CCC/C(C)=C/CO/N=C1/C[C@@H](O)[C@@H](O)[C@@H]2[C@@H]3C(=O)N(C(C)(C)C)C(=O)[C@H]3CC[C@@H]12,-14%[11.7 µM]
COc1cccc(Nc2ncc3nc(C)c(=O)n(Cc4cccs4)c3n2)c1,-2%
CCc1c2c(nc3c(C(C)C)cccc13)-c1cccc(=O)n1C2,-2%
CC(C)[C@H]1COC(c2cccc([N+](=O)[O-])c2)=N1,0%[138 µM]
COc1ccc(C(=O)N2CCC[C@@]3(CCN(Cc4ccc(C#N)cc4)C3)C2)cc1,-2%
COc1c2ccoc2nc2c(OC)c(O[C@@H]3O[C@H](C)[C@@H](O)[C@@H](O)[C@H]3O)ccc12,6%
COc1ccc(NC(=O)N2CC3(CCN(C(=O)c4cccn4C)CC3)C2)cc1,15%
NCCC[C@@H](CC(=O)N[C@@H]1CCCC[C@H]1C(=O)N[C@H](CC(=O)N[C@@H](CCC(=O)O)CC(=O)O)Cc1ccccc1)NC(=O)C[C@H](Cc1c[nH]c2ccccc12)NC(=O)[C@@H]1CNCC[C@H]1N,5%
CC(=O)N1CCC2(CCCN(Cc3nccs3)C2)CC1,-8%
COc1ccc(S(=O)(=O)N(CCO)c2ccccc2CN(C)CC=Cc2ccc(Cl)cc2)cc1,2%
C=CCCN(Cc1ccc(OC)cc1)S(=O)(=O)c1ccccc1Br,7%
CC[C@H](C)[C@H](NC(=O)[C@H](CCC(=O)O)NC(=O)CNC(=O)[C@@H](NC(=O)[C@@H]1CCCN1C(=O)[C@@H](NC(=O)[C@@H]1CCCN1C(=O)[C@@H]1CCCN1C(=O)[C@H](CC(N)=O)NC(=O)[C@H](CC(N)=O)NC(=O)[C@@H](NC(=O)[C@H](CCSC)NC(=O)[C@H](Cc1c[nH]c2ccccc12)NC(=O)CNC(=O)[C@@H](NC(=O)[C@H](CCC(N)=O)NC(=O)[C@@H](N)CCC(=O)O)[C@@H](C)CC)[C@@H](C)O)[C@@H](C)CC)C(C)C)C(=O)O,-11%
O=c1c(CCc2ccccc2)nc2cncnc2n1Cc1ccccc1Cl,9%
CSCC[C@@H]1NC(=O)C/C=C\[C@@H](C)COC(=O)[C@@H](CCSC)NC(=O)C/C=C\[C@@H](C)COC1=O,1%[11.7 µM]
Cc1noc(C)c1-c1cc(NCc2cccnc2)ncn1,13%
CC(=O)C1CCC2C3CC=C4CC(O)CC[C@@]4(C)C3CC[C@]12C (stereo partly drawn),-1%
COCC(=O)N1CCC[C@@]2(CCN(Cc3ccccc3OC)C2)C1,8%
COc1ncc2nc(-c3ccccc3)c(=O)n(CCC#N)c2n1,21%
CC(C)C[C@@H](CC(=O)N[C@@H](CCC(=O)O)CC(=O)O)NC(=O)[C@@H]1CCCC[C@H]1NC(=O)C[C@H](CCCN)NC(=O)C[C@H](Cc1c[nH]c2ccccc12)NC(=O)[C@@H]1CCCC[C@H]1N,-11%
C=CCC(C)(Nc1ccccc1)C(=O)OCC (stereo not drawn),5%
COC(=O)[C@@]1(C)C=C[C@@H](Cc2ccccc2)N1C(C)=O,0%
CCOC(=O)C1=C(N)Oc2ccc(Br)cc2C1C(C#N)C(=O)OCC (stereo not drawn),5%&9%
O=c1c(-c2cccs2)nc2cnc(Oc3ccccc3)nc2n1-c1ccccc1,0%
O[C@H](c1cc(C(F)(F)F)nc2c(C(F)(F)F)cccc12)[C@H]1CCCCN1,4%[24.8 µM]

# More results:
SMILES,Menin MLL FP TR
CCCCS(=O)(=O)N1C2=NC(C(=O)OC)=C(C(=O)OC)[C@@H]3Nc4ccccc4[C@]23C[C@H]1C(=O)OC,-8%[11.7 µM]
COC(=O)[C@@H]1C[C@@]2(O)[C@H](O)[C@H](O)[C@H](O)C[C@H]2N1Cc1c(F)cccc1Cl,-7%
CC[C@@H]1OC(=O)[C@@H](C)[C@H](O[C@H]2C[C@@](C)(OC)[C@@H](O)[C@H](C)O2)C(C)[C@H](O[C@H]2O[C@@H](C)C[C@@H](N(C)C)[C@@H]2O)[C@@](C)(O)C[C@H](C)C(=O)[C@@H](C)[C@H](O)[C@@]1(C)O (stereo partly drawn),-1%[24.8 µM]
CN(C)C(=O)NC1CCCCCCC1,1%
CC(=O)/C=C\C1[C@]2(C)CCCC(C)(C)C2CC[C@@]1(C)O (stereo partly drawn),-7%
COC(=O)CC1C2(C)CC34OC5(C)O[C@@]6(C7/C(=C(/OC)C(C)C)C(=O)OC(c8ccoc8)[C@@]7(C)C(OC(=O)C(C)C)C(OC)[C@]6(O5)[C@@]13C)C(OC)[C@]4(OC)C2OC(C)=O (stereo partly drawn),-6%
CN(C)c1ccc(-c2cc(NCc3cccnc3)ncn2)cc1,5%
COc1ccccc1-c1cncnc1N(C)Cc1ccco1,3%
CC(=O)NCCNc1ncnc2ccc(-c3ccccc3C#N)cc12,-24%
COc1ccc(-c2ccc(OC)c(C3C4C=CCC(C)C4C(=O)N3Cc3ccccc3)c2)cc1C (stereo not drawn),-29%
C[C@H]1Cc2c(-c3ccccc3)nc3c(c2CO1)CN(C(=O)c1cccnc1)CC3,2%[11.7 µM]
COc1ccc(-c2nc(-c3ccccc3)c(NCc3ccccc3)o2)cc1,1%
CC(C)[C@H](O)C1=CCCCC1=O,-13%
CC(C)NC(=O)N1CC2(CCN(C(=O)c3ccco3)CC2)C1,-5%
NC1(C(=O)O)CC(C(=O)O)C1 (stereo not drawn),14%
O=c1cnc2cncnc2n1Cc1ccc(F)cc1,0%
COc1cc(O)c2c(c1)oc(=O)c1c3cc(O)c(O)cc3oc21,u
C#CCCOC(=O)N1C2=NC(C(=O)OC)=C(C(=O)OC)[C@@H]3N(CC#CC)c4ccccc4[C@]23C[C@H]1C(=O)OC,-23%[11.7 µM]
O=c1c(-c2ccccc2)nc2cnc(N3CCNCC3)nc2n1C1CC1,4%
CC(=O)OC1CCC23CC1(C)CCC2C(C)(C)CC3OC(C)=O (stereo not drawn),-13%
CN(N=O)C(=O)N[C@H]1C(O)OC(CO)[C@@H](O)[C@H]1O (stereo partly drawn),24%[24.8 µM]
C=C(C)C(=O)/C=C/CCC/C=C/C(=O)OCC,-3%
COc1ncc2nc(-c3cn(C)c4ccccc34)c(=O)n(CCC#N)c2n1,11%
CCN1C(C)=C(C(=O)OC)C(c2ccccc2)N2C(=O)[C@](O)(C(=O)OC)CC(C(C)=O)=C12 (stereo partly drawn),-6%[11.7 µM]
CC1(OC(=O)C2CCCC2)C(=O)C=C2C=C(c3ccsc3)N(c3cccc(C#N)c3)C=C2C1=O (stereo not drawn),u
O=C(c1ccncc1)N1CCC2(CCCN(C(c3ccccc3)c3ccccc3)C2)CC1,-13%
O=C(O)CC/C=C\C[C@@H]1CO[C@H](c2ccccc2Cl)O[C@@H]1c1ccccc1O,2%[24.8 µM]
COc1ccc2cnoc(=O)c2c1OC,-21%
C=C1CCN(C(Cc2ccccc2)C(=O)NCc2ccc(Cl)c(Cl)c2)S(=O)(=O)c2ccccc21 (stereo not drawn),36%[activator]
CCCC[C@H]1CCCO[C@@](C(=O)NCc2ccc(C)o2)(C(F)(F)F)C1,-20%
COc1ccc(C(=O)Oc2ccc3c(-c4ccc(OC)cc4)cc(=O)oc3c2)cc1,-26%
CCOC(=O)C1=C(C(=O)OCC)C(C(=O)OCC)N(S(=O)(=O)C(F)(F)F)c2ccccc21 (stereo not drawn),-8%
CN(Cc1ccco1)c1ncncc1-c1ccccc1Cl,0%
CO[C@@]12C[C@@H](COC(=O)c3cncc(Br)c3)CN(C)[C@H]1Cc1cn(C)c3cccc2c13,u
CC(=O)O[C@H](C(=O)O[C@@H]1C[C@@H](CCC[C@H]2O[C@H](C(=O)OC(C)C)CC[C@@H]2C)O[C@@H](CC#N)C1)c1ccccc1,-28%
CS(=O)(=O)Nc1cccc(-c2nc(NCc3cccs3)c3ccccc3n2)c1,18%
c1ccc(Nc2nc(-c3ccc4c(c3)OCO4)nc3ccccc23)cc1,u
COCCn1c(=O)c(-c2cc(F)cc(F)c2)nc2cncnc21,0%
CC(=O)N1CC=CC1(CC(C)C)C(=O)NCc1ccccn1 (stereo not drawn),-1%
N#CCCn1c(=O)c(CCc2ccccc2)nc2cnc(Oc3ccccc3)nc21,-8%
CC(C)=CCCC1=CC[C@H](C(=O)O)[C@H](C(=O)O)C1,u
COc1ccccc1CNc1cc(-c2ccoc2)ncn1,1%
CCNc1ncc2nc(-c3ccc(Cl)cc3)c(=O)n(Cc3cccc(OC)c3)c2n1,7%
COc1ccc(/C=C/c2cc(OC)c(OC)cc2CC[N+](C)(C)C)cc1,-19%
CN1C(=O)C(Cc2c[nH]c3ccccc23)NC1=S (stereo not drawn),0%&20%
Cc1ccccc1-c1ccc2ncnc(NC3CC3)c2c1,12%
O=C(NCCCCCCNC(=O)ON=C1CCCCC1)ON=C1CCCCC1,u
CC(C)C[C@H](NC(=O)[C@H](CO)NC(=O)CNC(=O)[C@H](CCCCN)NC(=O)[C@H](CCCN=C(N)N)NC(=O)[C@H](C)NC(=O)[C@H](Cc1ccccc1)NC(=O)[C@@H](N)CCCN=C(N)N)C(=O)N[C@@H](CCCN=C(N)N)C(=O)N[C@@H](CCC(N)=O)C(=O)N[C@@H](CCCCN)C(=O)N[C@@H](CC(N)=O)C(=O)N[C@H](C(=O)O)C(C)C,-3%
C[C@H]1C[C@]2(O[C@@H]2C)C(=O)O[C@@H]2CCN(C)C/C=C(/COC(=O)[C@]1(C)O)C2=O,0%[24.8 µM]
CCCCCCCCCCCCC/C=C/[C@@H](O)[C@H](CO)NC(=O)CCCCCCCCCCCCCCC,-13%

# (list continues)
SMILES,Menin MLL FP TR
Cc1ccc(CNC(=O)[C@H]2C[C@@H]2[C@H](NP(=O)(c2ccccc2)c2ccccc2)c2ccccc2)c(F)c1F,-21%
COCCn1c(=O)c(-c2ccccc2)nc2cnc(Nc3cccc(OC)c3)nc21,u
O=C(/C=C\c1ccc2c(c1)OCO2)c1ccc(F)cc1,0%[11.7 µM]
Cc1ccc(SCC(c2ccccc2)N2CCN(CCc3ccccc3)CCC2=O)cc1 (stereo not drawn),u
O=c1c(-c2ccc(Cl)cc2)nc2cncnc2n1Cc1ccccc1,9%
